Screening data deposited in PubChem BioAssay by National Center for Advancing Translational Sciences (NCATS).
HttQ103 aggreg = qHTS Multiplex Assay to Identify Dual Action Probes in a Cell Model of Huntington: Aggregate Formation (GFP); actives 1.1% (n = 220,000); Potency, µM (titrated, usually from 46.1 µM), for inactives: at the top dose activity change, negative = inhibition, most hits filed as inhibitors; PC12 HttQ103-GFP aggregates, Acumen cytometry, 40 h; further: on the % scale 0 is the no-effect control and ±100 the full control effect; nearly all actives have a fitted effect of over 60% in size
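Inducible Q103 Huntingtin exon 1–GFP PC12 line, 1500 cells/well in phenol red free DMEM with 5% equine and 5% calf serum. Tebufenozide 100 nM induced expression; compounds titrated; aggregates quantified by cytometry.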
GoLoco inh red = qHTS Assay for Inhibitors of RGS12 GoLoco Motif Activity (Red Fluorophore); Potency, µM (titrated, usually from 61.6 µM), for inactives: at the top dose activity, negative = inhibition, hits mostly inhibitors; Guanine nucleotide-binding protein G(i) subunit alpha-1 (Homo sapiens), P63096; Gai1:RGS12 GoLoco peptide FP, rhodamine, 10 min; actives 0.44% (n = 230,000); active means well fitted inhibition curve with a large enough effect, not every such curve was filed as active; inactive means no such curve, though single readings can be large or run the other way; further: on the % scale 0 is the no-effect control and ±100 the full control effect; nearly all actives have a fitted effect of over 30% in size; many of its hits are not listed in these tables
Target sequence (P63096 whole entry, looked up): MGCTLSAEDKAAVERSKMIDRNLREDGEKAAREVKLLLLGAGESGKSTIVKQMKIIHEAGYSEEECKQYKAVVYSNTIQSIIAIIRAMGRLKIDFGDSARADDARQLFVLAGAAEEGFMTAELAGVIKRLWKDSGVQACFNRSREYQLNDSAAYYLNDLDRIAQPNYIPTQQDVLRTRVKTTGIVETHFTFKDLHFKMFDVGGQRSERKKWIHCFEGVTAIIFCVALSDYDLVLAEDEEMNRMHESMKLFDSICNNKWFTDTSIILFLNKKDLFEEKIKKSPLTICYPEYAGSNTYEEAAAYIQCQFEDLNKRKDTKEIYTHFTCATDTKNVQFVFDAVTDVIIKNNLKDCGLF
HTT cytoprotect = qHTS Multiplex Assay to Identify Dual Action Probes in a Cell Model of Huntington: Cytoprotection (ATP); AID 1471, 2008; actives 0.14% (n = 230,000); PC12 HTT-Q103 induced, cytoprotection, ATP luminescence, 40 h; Potency, µM (series often up to 56.4 µM), inactives show cytoprotection (ATP increase), usual class: activators;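 further: % of control where 0% means no effect; nearly all actives have a fitted effect of over 45% in size; toxic huntingtin expression switched on by the ecdysone agonist tebufenozide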
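Readout: ATPlite luminescence (ATP level). Model: stable PC12, inducible Htt exon1 Q103-GFP. Inducer: tebufenozide, 100 nM final. Compounds: dose series. No G418 in medium.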
GAA glycogen = qHTS Assay for Inhibitors and Activators of Human alpha-Glucosidase Cleavage of Glycogen | Lysosomal alpha-glucosidase (Homo sapiens), P10253 | recombinant GAA, glycogen substrate, Amplex Red glucose oxidase fluorescence | Potency, µM (top dose mostly 76.4 µM), for the others: at the top dose activity change, negative = inhibition, hits mostly inhibitors | actives 0.38% (n = 300,000) | AID 2100, 2009;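 further: 0% = full enzyme reaction and -100% = no-enzyme basal signal; the screen sought inhibitors and activators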
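qHTS, 1536-well; enzyme 4 nM final; cpd up to 77 uM; substrate bovine liver glycogen 30 ug; 50 mM citrate/phosphate pH 5.0, 0.01% Tween-20; 37 C, 40 min; Amplex Red detection 45 min RT; Hill fit → AC50.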
IMPase Li cell = qHTS Assay for Identifying the Cell-Membrane Permeable IMPase Inhibitors: Potentiation with Lithium | CHO-M1 cells, IP1 TR-FRET (IP-One), carbachol + lithium | Potency, µM (titrated, usually from 59.4 µM), for inactives: top-dose activity, negative = IMPase inhibition, most hits filed as inhibitors | actives 0.35% (n = 210,000);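 further: IP1 builds up when IMPase is blocked and the TR-FRET signal falls; plate controls were basal vehicle for no effect and high inhibitor control for full effect; nearly all actives have a fitted effect of over 50% in size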
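Concentration–response in CHO-M1 cells, lithium-potentiated; 30 min at 37C. IP1 detected by competitive TR-FRET after 10 min lysis at RT. Hill-fitted AC50.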
aGlu spleen mod = qHTS Assay for Inhibitors and Activators of Human alpha-Glucosidase From Spleen Homogenate; actives 0.006% (n = 240,000); Potency, µM (titrated, usually from 79.9 µM), without a hit: at the highest dose activity change, negative = inhibition, hits mostly inhibitors; human spleen homogenate, 4-MU-alpha-glucoside fluorescence;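 further: 0% = enzyme with vehicle and -100% = no enzyme basal signal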
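Enzyme source: human spleen homogenate, 1 ug/well. Buffer 50 mM citric acid/K phosphate pH 5.0, 0.01% Tween-20. 4-MU-alpha-glucoside 1 mM; 37 C x 40 min; NaOH/glycine stop; fluorescence.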
GAA inhib = qHTS Assay for Inhibitors of Human alpha-Glucosidase as a Potential Chaperone Treatment of Pompe Disease. purified human GAA, 4-MU-alpha-glucoside fluorescence. Potency, µM (top dose mostly 76.9 µM), without a hit: at the highest dose activity change, negative = inhibition, actives largely listed as inhibitors. actives 0.005% (n = 200,000). AID 1466, 2008;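 further: plate controls were uninhibited enzyme wells for no effect and no-enzyme background for full effect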
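Human enzyme at 4 nM with 400 uM 4-methylumbelliferyl-alpha-D-pyranoside, citrate/phosphate buffer pH 5.0, 0.005% Tween-20, 20 min at room temperature. Compounds up to 77 uM. 4-MU fluorescence (Ex 365/Em 440) read after NaOH/glycine stop; AC50 from Hill fit.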
* hit, by the source's call; ? = inconclusive; · = not tested or not shown; & = joins results of further samples; [ ] = remark or other dose. Unless noted, the call rests on the fitted dose curve; in most records, active means well fitted curve in the direction sought with a large enough effect; inconclusive means small, poorly fitted or top-dose-only effect, or another doubt; inactive means no such curve, though single readings can be large; an effect the other way counts as inactive or inconclusive. Potency means the concentration at half of the fitted maximal effect. Some of the compounds tested. The share of hits here may be higher or lower than overall.

SMILES	HttQ103 aggreg	GoLoco inh red	HTT cytoprotect	GAA glycogen	IMPase Li cell	aGlu spleen mod	GAA inhib
COC(=O)c1ccc(NC(=O)CN2CCC(NC(=O)c3ccco3)CC2)cc1	15.1%	0.4%	-34.8%[inhibitor]	4.0%	-2.3%	4.2%	5.8%
Cc1noc(C)c1C(=O)NNc1ccc(C(C)C)cc1	6.3%[9.22 µM]	6.0%	-6.6%[10 µM]	39.8µM*	·	12.3%	-5.1%
O=C(CSCC(=O)N1CCCCC1)Nc1nc(-c2ccc(Cl)s2)cs1	-2.5%	-1.9%	-16.1%	1.5%	26.4%[38.3 µM]	-10.4%	-6.9%[15.4 µM]
O=C(NNS(=O)(=O)c1ccccc1[N+](=O)[O-])c1ccccc1Cl	-3.5%[9.22 µM]	7.4%	-7.3%[10 µM]	14.7%	8.0%	1.2%	-2.6%
CCOc1ccccc1CNC(CC)CO (configuration not stated)	12.7%	-2.5%	-67.3%[inhibitor]	-7.7%	0.7%	-17.9%	-0.2%
N=C(N)SCCc1cnc[nH]1	·	15.5%&8.7%&1.2%	-4.0%	·	7.2%&1.8%&11.3%	1.4%&3.5%&-1.4%	·
CC1OC(O[C@H]2CC[C@]3(C)C4C=C[C@]56OC[C@@]7(CC[C@@H](C)[C@H](C)C75)[C@H](O)C[C@@]6(C)[C@]4(C)CC[C@H]3C2(C)C)C(OC2OC(CO)C(O)C(O)C2OC2OCC(O)C(O)C2O)C(O)C1O (some centres not stated)	-35.9%[9.22 µM]	6.4%	30.4%[10 µM]	5.4%	·	1.5%	·
COc1ccc(C(=O)OCC(=O)NC2CC2)cc1S(=O)(=O)N1CCOCC1	27.6%	-20.2%	-13.0%	4.2%	-5.5%	1.4%	4.9%
O=C(COC(=O)CCc1c[nH]c2ccccc12)NC1CCS(=O)(=O)C1 (configuration not stated)	-32.1%	6.3%	-15.4%[10 µM]	-4.8%	-4.3%	-6.4%	1.8%
O=C(OCCN=C1NS(=O)(=O)c2ccccc21)c1ccccc1	7.7%	-5.4%	3.9%	-19.1%	52.3%[activator][38.3 µM]	5.7%	-0.4%
COCc1cc(=O)[nH]c(-c2ccccc2OC(F)(F)F)n1	-4.7%[9.22 µM]	-0.3%	-3.8%[10 µM]	9.1%	·	-1.8%	-1.2%
O=C(Nc1cc2c(oc1=O)CCCC2=O)c1ccc(Cl)cc1	16.1%	0.5%	-1.5%	-0.1%	-5.2%[38.3 µM]	-5.9%	-1.1%
CC(C)C(=O)OCC(=O)NCc1ccccc1Cl	12.7%	0.6%	-50.9%[inhibitor]	-2.8%	-0.2%	-0.1%	2.4%
CN(C)CC(=O)Nc1ccc(Oc2ccc(Cl)cc2)cc1	-1.6%[9.22 µM]	6.9%	-26.0%[1.9 µM]	-11.8%	3.8%	-10.9%	-5.0%
Cc1nc(C/C(=N\N)c2ccc(O)cc2O)cs1	11.9%	10.5%	20.9%	-24.6%	7.1%	5.0%	1.2%
CC(=O)NC(CCS(C)(=O)=O)C(=O)Nc1cc(C)on1 (configuration not stated)	-23.1%	-2.8%	-9.4%	2.2%	-0.2%	-6.0%	-0.7%
CCOc1ccc(NC(=O)C2CC(=O)N(CC)C(=Nc3ccc4c(c3)OCO4)S2)cc1 (configuration not stated)	-21.5%	-2.1%	2.7%[10 µM]	-1.9%	8.1%[38.3 µM]	-15.0%	6.4%
Cc1cc(C)c(-c2cc(C)nc3ncnn23)c(C)c1	8.4%	-2.3%	·	-4.6%	1.0%	-13.9%	2.7%
Cc1ccc(/C=C/C(=O)c2cc(Br)ccc2OC(=O)c2ccco2)cc1	-0.7%	5.3%	2.6%[10 µM]	-5.4%	14.5%	-13.8%	-5.9%
O=C(Nc1cccnc1)C1CCCN(S(=O)(=O)c2cccc3nsnc23)C1 (configuration not stated)	-19.0%	-9.2%	-20.3%	1.6%	1.7%[38.3 µM]	1.5%	-6.7%
O=c1[nH]c(CN2CCN(c3ccccc3)CC2)nc2scc(-c3ccccc3)c12	4.5%	13.8%	·	-1.4%	-8.8%	3.5%	3.4%
CCCCn1c(=O)c2ccccc2c2ccccc2c1=O	8.9%	23.9%	-22.0%	-12.1%	3.7%[38.3 µM]	-13.7%	-5.1%
COc1cc(/C=N/NC(=O)c2cc(C)n(-c3ccc(F)cc3)c2C)cc(OC)c1O	29.1%	-2.6%	·	13.8%	5.7%	-3.2%	4.4%
CC(C)CC1C(C#N)=C(N)Oc2n[nH]c(-c3ccccc3)c21 (configuration not stated)	?	6.8%	-0.8%[10 µM]	-4.7%	4.1%	1.1%	?
C/C=C\C(=O)Nc1cccc(C2=NOC3(C2)C[C@@H](C(N)=O)N(C(=O)c2ccccc2)C3)c1 (some centres not stated)	-9.6%[9.22 µM]	3.9%	17.0%[10 µM]	9.2%	·	1.8%	·

Further structures follow.
SMILES	HttQ103 aggreg	GoLoco inh red	HTT cytoprotect	GAA glycogen	IMPase Li cell	aGlu spleen mod	GAA inhib
Cc1ccc(NC(=O)N(Cc2ccc3c(c2)OCO3)Cc2cc3cc4c(cc3[nH]c2=O)OCCO4)cc1	9.7%	4.9%	-1.1%	-0.1%	6.0%[38.3 µM]	-1.4%	0.5%
Cc1ccc(NC(=O)CN2C(=O)N/C(=C/c3ccc(C)s3)C2=O)cc1	-11.5%	80.2%[activator]	35.6%[10 µM]	6.8%	-11.9%	-1.6%	-5.4%
N#Cc1ccccc1S(=O)(=O)Nc1ccc2c(c1)C(=O)OC2	7.7%[9.22 µM]	6.0%	0.0%[10 µM]	5.1%	·	-0.5%	·
COc1ccc(C(=O)NNC(=S)NC(=O)c2ccccc2[N+](=O)[O-])cc1	-28.4%	8.0%	·	-10.4%	-7.5%	-4.9%	-0.5%
Cc1cc(C)n(C(=O)CCCCCCCCC(=O)n2nc(C)cc2C)n1	-11.8%	6.4%	-39.7%[inhibitor]	1.5%	4.6%[38.3 µM]	-6.0%	2.7%
NC(=S)c1ccc[n+]([C@@H]2O[C@@H](COP(=O)([O-])OP(=O)(O)OC[C@H]3O[C@@H](n4cnc5c(N)ncnc54)[C@H](OP(=O)(O)O)[C@H]3O)C(O)C2O)c1 (some centres not stated)	·	8.6%	·	·	-10.8%	10.1%	·
O=C(CO/N=C/c1ccc(Cl)cc1Cl)NNC(=O)c1ccc(Cl)cc1Cl	14.5%[9.22 µM]	2.5%	-5.7%[10 µM]	-2.4%	·	-1.8%	·
Cc1cccc(OCCCn2c(=O)oc3ccccc32)c1	-3.9%	14.0%	2.0%[10 µM]	-0.3%	9.9%	5.6%	3.0%
c1ccc(C(c2ccccc2)c2nc(-c3cccnc3)no2)cc1	6.3%	·	-22.6%	2.1%	·	2.9%	-0.3%
O=c1c2ccccc2nc2n1CCC2	16.9%	-2.2%	1.1%	-0.6%	-12.2%[38.3 µM]	-15.7%	1.9%
O=C1CC(c2ccc(O)cc2)Oc2cc(O)cc(O)c21 (configuration not stated)	-26.4%	10.4%&13.6%&8.5%	7.6%[1.9 µM]	0.1%	3.0%&10.7%&12.1%	6.0%&-10.3%&-11.1%	-2.2%[15.4 µM]
CCC1CCCCN1C(=O)COc1ccccc1NC(C)=O (configuration not stated)	-4.9%	-18.0%	5.7%	4.3%	-5.9%	-12.0%	-4.7%
Cc1cc(OC(=O)C2CC2)c([N+](=O)[O-])c(=O)[nH]1	-6.5%	6.8%	-9.9%	2.0%	0.8%	-1.6%	-0.9%
Cc1ccc(C2(CCNC(C)c3cccs3)CCOC(C(C)C)C2)cc1 (configuration not stated)	5.0%	5.2%	-9.5%[10 µM]	-11.6%	6.5%	5.3%	6.5%
Cc1cc(NC(=O)c2cccc(S(=O)(=O)N(C)C)c2)n(-c2ccccn2)n1	-13.0%	8.1%	-3.7%[10 µM]	-15.6%	31.2%[activator][38.3 µM]	-1.5%	-6.9%
Cc1cc(C(=O)OCC(=O)c2ccc(Br)s2)no1	9.6%[9.22 µM]	66.1%[activator]	16.3%	-5.0%	6.31µM*	-4.2%	8.3%
CC(=O)NCCCNS(=O)(=O)c1ccc(C)cc1	-5.2%	9.9%	-16.4%	7.7%	·	-7.9%	-2.9%
COC(C(=O)NCc1ccc(C)cc1)c1ccccc1 (configuration not stated)	-1.1%[9.22 µM]	5.2%	10.8%[10 µM]	0.2%	1.8%	4.9%	0.4%
COc1ccc(CC(NC(C)=O)C(=O)NC2CCN(c3nc(C)cc(C)c3C#N)CC2)c(OC)c1 (configuration not stated)	4.0%	7.9%	-6.9%[10 µM]	-5.1%	-7.6%[38.3 µM]	-13.9%	14.9%
O=C(N/C(=C\c1cccs1)C(=O)N1CCCCCC1)c1ccccc1	-5.1%	3.4%	-18.7%	4.8%	0.2%[38.3 µM]	-2.8%	-7.1%
COC(=O)c1cccc(NC(=O)c2onc3c2CCCC3)c1	-5.8%	9.9%	-50.8%[inhibitor][10 µM]	5.3%	5.1%	-4.6%	-15.0%
O=C(Nc1ccc(N2CCOCC2)cc1)c1ccc([N+](=O)[O-])cc1	-0.7%	9.8%	5.7%[10 µM]	4.4%	5.7%	-5.6%	-7.9%

As a short view, some entries already given.
SMILES	HttQ103 aggreg	GoLoco inh red	HTT cytoprotect	GAA glycogen	IMPase Li cell	aGlu spleen mod	GAA inhib
Cc1ccc(NC(=O)N(Cc2ccc3c(c2)OCO3)Cc2cc3cc4c(cc3[nH]c2=O)OCCO4)cc1	9.7%	4.9%	-1.1%	-0.1%	6.0%[38.3 µM]	-1.4%	0.5%
Cc1ccc(NC(=O)CN2C(=O)N/C(=C/c3ccc(C)s3)C2=O)cc1	-11.5%	80.2%[activator]	35.6%[10 µM]	6.8%	-11.9%	-1.6%	-5.4%

In the list so far, these contain fluorine:
SMILES	HttQ103 aggreg	GoLoco inh red	HTT cytoprotect	GAA glycogen	IMPase Li cell	aGlu spleen mod	GAA inhib
COCc1cc(=O)[nH]c(-c2ccccc2OC(F)(F)F)n1	-4.7%[9.22 µM]	-0.3%	-3.8%[10 µM]	9.1%	·	-1.8%	-1.2%
COc1cc(/C=N/NC(=O)c2cc(C)n(-c3ccc(F)cc3)c2C)cc(OC)c1O	29.1%	-2.6%	·	13.8%	5.7%	-3.2%	4.4%
